Bioassay records as filed in PubChem BioAssay.
TRPC6 inhibitor – inhibitors of mouse TRPC6 channel; Q61143; HEK293-TRPC6, membrane potential dye, ACh-evoked depolarization; stronger effect = lower value; B-score at 10 µM; 310,000 tested, 1.1% active;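 active = B-score under library mean minus 3 SD, initial fluorescence not abnormally high, positive integrated signal ratio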;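 note: B-score derived from integrated fluorescence ratio over the kinetic read; more negative B-score means stronger inhibition of depolarization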
TRPC4 inh – inhibitors of mouse TRPC4 channel | AID 2247 | Q9QUQ5 | HEK293 TRPC4beta/mu-opioid, DAMGO-evoked Fluo4 calcium flux; stronger effect = lower value | 300,000 tested, 0.39% active | B-score at 10 µM;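 active = B-score over 3 SD under the library average, no early fluorescence shift, positive overall ratio signal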
Target sequence (Q9QUQ5 whole entry, looked up): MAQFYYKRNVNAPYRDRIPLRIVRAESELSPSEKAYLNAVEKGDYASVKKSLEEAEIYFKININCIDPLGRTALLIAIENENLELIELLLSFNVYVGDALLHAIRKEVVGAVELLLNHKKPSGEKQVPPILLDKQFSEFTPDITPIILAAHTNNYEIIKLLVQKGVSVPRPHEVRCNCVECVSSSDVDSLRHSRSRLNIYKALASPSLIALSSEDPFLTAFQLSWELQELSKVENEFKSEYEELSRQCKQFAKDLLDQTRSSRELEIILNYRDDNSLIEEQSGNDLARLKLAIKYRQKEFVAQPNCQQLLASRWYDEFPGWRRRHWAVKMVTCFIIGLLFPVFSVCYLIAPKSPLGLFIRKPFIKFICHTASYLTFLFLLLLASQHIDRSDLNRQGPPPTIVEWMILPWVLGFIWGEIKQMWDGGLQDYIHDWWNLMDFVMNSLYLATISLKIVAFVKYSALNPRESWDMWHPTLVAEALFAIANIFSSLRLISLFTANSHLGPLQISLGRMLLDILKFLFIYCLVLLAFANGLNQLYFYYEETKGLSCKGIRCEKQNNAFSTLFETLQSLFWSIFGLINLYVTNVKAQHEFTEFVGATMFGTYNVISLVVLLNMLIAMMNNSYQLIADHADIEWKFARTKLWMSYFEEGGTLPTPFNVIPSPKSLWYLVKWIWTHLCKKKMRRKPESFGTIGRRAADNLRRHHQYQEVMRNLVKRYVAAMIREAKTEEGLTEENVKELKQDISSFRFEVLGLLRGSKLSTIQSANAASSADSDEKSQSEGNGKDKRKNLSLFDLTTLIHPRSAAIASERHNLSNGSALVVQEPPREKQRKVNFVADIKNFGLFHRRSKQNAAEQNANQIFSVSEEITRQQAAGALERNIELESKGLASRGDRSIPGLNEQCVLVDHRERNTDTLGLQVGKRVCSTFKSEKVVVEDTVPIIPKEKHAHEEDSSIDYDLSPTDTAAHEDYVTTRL
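System: stable TRPC4beta/mu-opioid receptor HEK293 cells; Dosing: single-point compound dosing; Measured by: Fluo4 Ca2+ flux fluorescence; Read-out basis: per-well B score of integrated baseline-normalized Fluo4 ratio.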
AI-2 QS mod – modulates the Vibrio harveyi AI-2 quorum sensing system | Vibrio harveyi JMH597 AI-2 luminescence/OD600 ratio, 9 h; stronger effect = lower value; strain lacks LuxN and CqsS sensors; 0 = neutral-control median | activity change, % at 7.5 µM | 300,000 tested, 0.4% active; in the data active = activity change below about -75%, passing the limit was not always enough;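 note: luminescence divided by OD600 gain over 9 h not by final OD600 alone; inactives centre near 13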
MrgX1 allo act – allosterically activates human MrgX1 receptor signaling; Q96LB2; MrgX1-HEK293, Fluo-4 calcium flux, FDSS; stronger effect = higher value; B-score at 10 µM; 310,000 tested, 0.63% active;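 active = plate-corrected calcium response at least 3 library SD above typical, normal starting fluorescence, not activating the receptor alone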;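 note: compound read alongside a low EC10 to EC30 dose of BAM8-22 agonist; peak minus trough fluorescence over baseline measured at the second addition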
TRPC4 potent – allosterically enhances the mouse TRPC4 cation channel | Q9QUQ5 | B-score at 10 µM | HEK293 TRPC4beta/mu-opioid, DAMGO EC20, Fluo-4 Ca2+ flux; stronger effect = higher value | 310,000 tested, 0.42% active;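 active = B-score of calcium response area above 5 SD of library B-scores, with initial fluorescence ratio within 5 SD of library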;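 note: B-score of integrated fluorescence ratio over time as area under calcium response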
PolyA inh – yeast polyadenylation inhibition | S. cerevisiae SKY197-pL101 polyadenylation reporter, beta-gal luminescence; efflux-impaired pdr1/pdr3 knockout yeast; score 100 = 6 SD above DMSO | calls only at 12 µM | 300,000 tested, 0.02% active | AID 1875;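 active = lowest replicate activity score at least 50, where 100 means six control SD above control mean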;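 note: yeast exposed to compound for 9 h at 30 °C; higher score means more reporter readthrough which indicates perturbed polyadenylation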
MrgX1 antag – antagonists of human MrgX1 receptor; B-score at 10 µM; 310,000 tested, 1.3% active; Q96LB2; MRGX1-HEK293 calcium flux, Fluo-4, BAM8-22 antagonism; stronger effect = lower value;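 active = calcium-response B-score plate-corrected more than 3 library SD below zero, starting fluorescence within 5 deviations, no agonist response on first addition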;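 note: peak minus trough fluorescence over baseline after final BAM8-22 challenge near maximal dose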
TRPC6 act – activates the mouse TRPC6 cation channel; 310,000 tested, 0.13% active; B-score at 10 µM; Q61143; HEK293-TRPC6 membrane potential dye fluorescence; stronger effect = higher value;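 active = B-score of the integrated fluorescence ratio above library mean plus 3 SD, and starting fluorescence ratio within library mean plus 5 SD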;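 note: higher score means more depolarization so channel activation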
HIF activator – HIF pathway transcriptional activation | U2OS HRE-luciferase reporter, luminescence; normalized: DMSO 0%, desferrioxamine 100% | activation, % at 7.5 µM (by protocol) | 300,000 tested, 0.32% active | AID 1910;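 active = mean activation of at least 10% of the iron chelator positive control signal, with at least half of replicates also reaching 10%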
MrgX1 ag – activates human MrgX1 receptor signaling. Q96LB2. MrgX1-HEK293 cells, Fluo-4 calcium fluorescence, agonist mode; stronger effect = higher value. B-score at 10 µM. 310,000 tested, 0.44% active;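 active = calcium response B-score plate-corrected fluorescence ratio at least 3 library SD, with starting fluorescence B-score inside 5 SD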
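Assay system: stable human MrgX1 HEK293 cell line. Quantity: 15,000 cells per well. Schedule: cells plated overnight, dye loaded 0.5 h 37 °C, 0.5 h room temperature. Detection: Fluo-4 NW calcium-flux fluorescence, kinetic read. Read-out basis: peak-minus-minimum fluorescence over baseline, converted to B scores. Control set: positive and negative control wells on each plate.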
TRPC4 act – opens the mouse TRPC4 cation channel. Q9QUQ5. HEK293 TRPC4beta/mu-opioid, Fluo4 calcium fluorescence; stronger effect = higher value. B-score at 10 µM. 310,000 tested, 0.49% active;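 active = B-score above 5 SD of library B-scores, and initial fluorescence ratio not above library mean plus 5 SD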;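 note: positive B-score marks a calcium rise read as TRPC4 activation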
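System: HEK293 cells stably co-expressing mouse TRPC4beta and mu-opioid receptor; Schedule: Fluo4 dye loading 45 min at room temperature, 110 s recording; Detection: Fluo4 fluorescence, kinetic; Evaluation: B-scored integrated calcium fluorescence ratio; Controls: buffer (low) and maximal DAMGO (high).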
* marks the source's active call; other numbers are inactive results; i = inactive; x = no result given. This is a subset; rates above refer to the full screens.

SMILES	TRPC6 inhibitor	TRPC4 inh	AI-2 QS mod	MrgX1 allo act	TRPC4 potent	PolyA inh	MrgX1 antag	TRPC6 act	HIF activator	MrgX1 ag	TRPC4 act
CCOC(=O)c1oc2ccccc2c1CN1CCN(C)CC1	i	i	29.2	i	i	i	i	i	0.0	i	i
CC(C)N(Cc1nccn1C)C(=O)CCc1nnc(CCCc2ccccc2)o1	i	i	2.7	i	i	i	i	i	1.1	i	i
Cc1cccc(OCC(=O)Nc2ccc3c(c2)nc2n3CCOC2)c1	i	i	1.9	i	i	i	i	i	1.2	i	i
Cc1ccc(-n2ncc3c(=O)n(CC(=O)N4CCN(c5ccccc5)CC4)cnc32)cc1C	i	i	10.3	i	i	i	i	i	-0.4	i	i
CC(=O)Nc1cc(C(=O)N2CCc3ccccc3C2)ccc1Sc1ccc(C)cc1	i	i	19.0	i	i	i	i	i	0.1	i	i
O=C(Nc1ccc2c(c1)OCCO2)C1CCCN(S(=O)(=O)c2cnc[nH]2)C1 (stereo unspecified)	i	i	12.6	i	i	i	i	i	x	i	i
CCOC(=O)COc1ccc(S(=O)(=O)Nc2cccc(SC)c2)cc1	i	i	21.8	i	i	i	i	i	-0.7	i	i
CCCn1cnc2c(sc3nc4c(cc32)CSC(C)(C)C4)c1=O	i	i	10.0	i	i	i	i	i	2.2	i	i
CCOC(=O)c1cc2occc2n1Cc1c(F)cccc1Cl	i	i	-0.7	i	i	i	i	i	-2.9	i	i
Cc1ccc(C(=O)C2=C(O)C(=O)N(Cc3cccnc3)C2c2ccc(Cl)cc2)o1 (stereo unspecified)	i	i	47.0	i	i	i	i	i	0.0	i	i
CC(=O)N1N=C(c2cccc([N+](=O)[O-])c2)OC1c1ccccc1Cl (stereo unspecified)	i	i	40.3	i	i	i	i	i	0.7	i	i
O=C(Nc1ccc(O)cc1)C1CC=CCC1 (stereo unspecified)	i	i	16.1	i	i	i	i	i	-0.1	i	i
Cc1cc(OC(F)F)ccc1NC(=O)Nc1ccc([N+](=O)[O-])cc1	i	i	-14.3	i	i	i	i	i	0.0	i	i
CC1(C)CC(NCc2ccc3c(c2)OCO3)CCO1 (stereo unspecified)	i	i	29.3	i	i	i	i	i	0.2	i	i
COc1cc(NC(=O)COC(=O)CSc2ccccc2F)c(C)cc1[N+](=O)[O-]	i	i	21.6	i	i	i	i	i	-0.2	i	i
COc1ccc(Br)cc1/C=N/N1C(=O)CSC1=S	i	i	38.1	i	i	i	i	i	-0.2	i	i
O=C(CN1C(=O)c2ccccc2C1=O)Nc1cc([N+](=O)[O-])ccc1O	i	i	9.7	i	i	i	i	i	-4.5	i	i
Cn1c(CC(=O)Nc2ccc(Cl)c(Cl)c2)nnc1SCC(=O)Nc1nccs1	i	i	8.6	i	i	i	i	i	-0.5	i	i
COc1ccccc1/C=C(\NC(=O)c1ccccc1)C(=O)NCc1ccco1	i	i	7.7	i	i	i	i	i	-0.1	i	i
O=C(NCc1ccco1)c1ccccc1-c1nc(-c2ccccc2)no1	i	i	3.6	i	i	i	i	i	0.1	i	i
CN(C)c1nc(C(=O)O)nc(N2CCOCC2)n1	i	i	26.4	i	i	i	i	i	0.0	i	i
COc1ccc(-c2nn(C)c(=O)c3ccccc23)cc1CNS(C)(=O)=O	i	i	5.2	i	i	i	i	i	-0.2	i	i
O=C(c1ccc(NS(=O)(=O)c2cccs2)cc1)N1CCOCC1	i	i	21.1	i	i	i	i	i	0.1	i	i
Cc1noc(C)c1C(=O)N1CCN(c2ccc(OCc3ccccc3)cc2)CC1	i	i	10.7	i	i	i	i	i	0.5	i	i
CCc1ccc(C(O)(CC)C(CN2CCOCC2)c2ccccc2)cc1 (stereo unspecified)	i	i	28.6	i	i	i	i	i	0.8	i	i
Other structures
SMILES	TRPC6 inhibitor	TRPC4 inh	AI-2 QS mod	MrgX1 allo act	TRPC4 potent	PolyA inh	MrgX1 antag	TRPC6 act	HIF activator	MrgX1 ag	TRPC4 act
COc1ccc(-c2ccc(C#N)c(SCC(=O)NCCc3ccccc3)n2)cc1OC	i	i	13.2	i	i	x	i	i	-0.1	i	i
Cc1ccc2nc(NC(=O)C3CCN(C(=O)c4ccc(F)cc4)CC3)sc2c1	i	i	11.6	i	i	i	i	i	0.6	i	i
Cc1csc(NC(=O)C2CCN(C(=O)CSc3nnc(C)n3Cc3ccccc3)CC2)n1	i	i	13.8	i	i	i	i	i	0.0	i	i
CCN(CC)c1ccc(N=Cc2ccccc2[N+](=O)[O-])cc1	i	i	20.4	i	i	i	i	i	-1.2	i	i
CC(C)Oc1ccc(OCCCN2CCCCCC2)cc1	i	i	22.6	i	i	i	i	i	-1.7	i	i
Cc1c(NC(=S)NCc2ccc(F)cc2)cccc1[N+](=O)[O-]	i	i	-9.1	i	i	i	i	i	-0.1	i	i
CCn1c(C)nc2cc(C(=O)NNS(=O)(=O)c3ccc(C)c(C)c3)ccc21	i	i	9.3	i	i	i	i	i	-0.1	i	i
CCOc1ccc2nc(SCC(=O)Nc3ccc4c(c3)OCCO4)[nH]c2c1	i	i	13.9	i	i	i	i	i	-0.1	i	i
CC(NS(C)(=O)=O)C(c1cccs1)N1CCN(Cc2ccccc2)CC1 (stereo unspecified)	i	i	28.8	i	i	i	i	i	-0.1	i	i
CSc1cccc(NC(=O)C2CCN(C(=O)c3ccccc3C)CC2)c1	i	i	22.0	i	i	i	i	i	0.4	i	i
CN1C(=O)Cc2cc(S(=O)(=O)N3CCOCC3)ccc21	i	i	29.4	i	i	i	i	i	-0.1	i	i
O=C(c1ccco1)N1CCN(C(=O)C2CC2)CC1	i	i	16.2	i	i	i	i	i	-0.7	i	i
Nc1cccc(NC(=O)CCC(=O)NCc2ccco2)c1	i	i	6.4	i	i	i	i	i	-2.5	i	i
CCOC(=O)C1=C(C)N(CCCC(=O)O)C(=O)NC1c1ccc(Cl)cc1Cl (stereo unspecified)	i	i	20.9	i	i	i	i	i	0.4	i	i
O=C(CSc1nnc(CNc2ccc(F)cc2)n1Cc1ccccc1)NCc1ccccc1	i	i	x	i	i	i	-6.36*	i	-0.8	i	i
CCCO/N=C1/C(=O)N(c2ccccc2)c2ccccc21	i	i	20.6	i	i	i	i	i	-0.5	i	i
O=C(CCN1C(=O)/C(=C\c2ccccc2)SC1=S)NNC(=O)c1cccnc1	i	i	7.1	i	i	i	i	i	0.0	i	i
O=C(NNS(=O)(=O)c1ccc2ccccc2c1)C1CCN(Cc2ccccc2)CC1	-18*	i	9.5	i	i	i	i	i	-0.9	i	i
Cc1cc(=O)cc(C)n1-c1ccccc1N	i	i	5.5	i	i	i	i	i	-0.4	i	i
CC(=O)Oc1ccccc1C1OCCN1C(C)=O (stereo unspecified)	i	i	-8.5	i	i	i	i	i	-21.1	i	i
CC(C)Oc1cccc(C(=O)NC(=S)Nc2cccc(C(F)(F)F)c2)c1	i	i	22.5	i	i	i	i	i	-0.3	i	i
N#CC1(NC(=O)COc2ccc3ccc(=O)oc3c2)CCCCC1	i	i	11.4	i	i	i	i	i	-0.7	i	i
COc1ccc(-c2cc(=O)oc3c(C)c(OCc4nn[nH]n4)ccc23)cc1	i	i	4.8	i	i	i	i	i	0.4	i	i
CCOc1ccccc1NC(=O)NNS(=O)(=O)c1cc(C)ccc1C	i	i	11.5	i	i	i	i	i	0.3	i	i
CC(=O)Nc1nc(C(F)(F)F)cs1	i	i	34.9	i	i	i	i	i	-0.6	i	i
(continued)
SMILES	TRPC6 inhibitor	TRPC4 inh	AI-2 QS mod	MrgX1 allo act	TRPC4 potent	PolyA inh	MrgX1 antag	TRPC6 act	HIF activator	MrgX1 ag	TRPC4 act
O=c1[nH]c(/C=C2\C=Nc3ccccc32)c(O)n1Cc1ccccc1F	i	i	8.3	i	i	i	i	i	-0.5	i	i
O=C(NCc1ccccc1)C1CCN(C(=O)Cc2ccccc2)CC1	i	i	20.8	i	i	i	i	i	-0.4	i	i
COc1ccc(C2C3=C(CC(C)(C)CC3=O)Oc3ncn4nc(-c5cccnc5)nc4c32)cc1 (stereo unspecified)	i	i	-0.7	i	i	i	i	i	-0.1	i	i
CCOc1cc(NC(=S)NCCCN(C)C)c(OCC)cc1NC(=O)C1CC1	i	i	26.7	i	i	i	i	i	-1.0	i	i
C/C(=N\NC(=O)C1(C)CC1(Br)Br)c1ccc(NC(=O)c2ccc(C)o2)cc1 (stereo unspecified)	i	i	21.5	i	i	i	i	i	1.4	i	i
CCc1nnc(NC(=O)c2ccc(-c3ccccc3F)o2)s1	i	i	11.5	i	i	i	i	i	1.5	i	i
COc1cccc(CN(C(=O)c2ccc([N+](=O)[O-])cc2)C2CCS(=O)(=O)C2)c1 (stereo unspecified)	i	i	13.4	i	i	i	i	i	0.2	i	i
COc1cccc(-c2nc3ccccc3s2)c1	i	i	4.3	i	i	i	i	i	0.9	i	i
CC(CCc1ccccc1)NC(=O)C1CCCN(C(=O)c2cc3sccc3n2C)C1 (stereo unspecified)	i	i	23.5	i	i	i	i	i	-0.2	i	i
COc1cc(C(=S)N2CCOCC2)ccc1OC(=O)c1cccc(C)c1	i	i	-5.1	i	i	i	i	i	-0.2	i	i
C[n+]1ccccc1/C=C/c1ccc(F)c(F)c1	-7.21*	i	10.9	i	i	i	i	i	-0.5	i	i
CN1/C(=C\C=Nc2cc(S(=O)(=O)N3CCOCC3)ccc2N2CCOCC2)C(C)(C)c2ccccc21	i	i	9.4	i	i	i	i	i	-0.3	i	i
Cc1ccccc1OCCN1C(=O)NC2(CCc3ccccc32)C1=O (stereo unspecified)	i	i	14.7	i	i	i	i	i	0.3	i	i
CCc1cc(CNC(=O)c2ccc(OC)c(OC3CCN(C(C)C)CC3)c2)on1	i	i	9.4	i	i	i	i	i	-0.1	i	i
O=C(NCc1ccco1)C1CC(=O)N(c2ccc(F)cc2)C1 (stereo unspecified)	i	i	11.7	i	i	i	i	i	-0.2	i	i
Cc1ccc(-c2nn3c(C)nnc3s2)cc1NC(=O)c1ccc(-c2cccc(Cl)c2)o1	i	i	3.6	x	i	i	x	i	1.7	x	i
COc1ccc(NC(=S)Nc2ccc(OCc3ccccc3)cc2)cc1OC	i	i	15.1	i	i	i	i	i	-0.4	i	i
